Screening data from PubChem BioAssay.
mIDH1 inhibitor – human IDH1 R132H inhibition. IDH1-R132H enzyme, NADPH consumption, diaphorase/resazurin fluorescence. Potency, µM (doses to about 76.6 µM), for the others: at the top dose activity change, negative = inhibition, hits mostly inhibitors. actives 0.093% (n = 390,000). AID 602179. O75874; further: potency means the concentration at half of the fitted maximal effect; on the % scale 0 is the no-effect control and ±100 the full control effect; nearly all actives have a fitted effect of over 65% in size
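IDH1-R132H (0.5 ug/mL) preincubated 30 min with compound, then NADPH (0.016 mM) and alpha-KG (2 mM) added; 80 min at RT, pH 7.5. Remaining NADPH coupled via diaphorase/resazurin to fluorescence (540/590 nm); concentration-response curves normalized to no-enzyme control.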
Vif-APOBEC3F blk – inhibitors of Vif-A3F interaction | HeLa A3F-eYFP + Vif (tagged APOBEC3F with the HIV-1 protein that degrades it), YFP fluorescence increase | Potency, µM (top dose mostly 46.1 µM), for inactives: at the top dose activity, negative = active | actives 0.2% (n = 390,000); further: potency means the concentration at half of the fitted maximal effect; % of control where 0% means no effect; nearly all actives have a fitted effect of over 65% in size
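HeLa cells stably expressing Vif plus C-terminally eYFP-tagged A3F were seeded, incubated overnight at 37 deg C, dosed with compound, incubated overnight again at 37 deg C. Yellow fluorescence (Ex 488/Em 500-530) reported blocked Vif-mediated A3F-eYFP degradation.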
RGS4 inhibitor – human RGS4 inhibition; P49798; Transcreener GDP fluorescence polarization, RGS4-accelerated GTP hydrolysis; Potency, µM (doses to about 114 µM), for inactives: top-dose activity change, negative = inhibition, most hits filed as inhibitors; actives 0.039% (n = 390,000); further: potency means the concentration at half of the fitted maximal effect; on the % scale 0 is the no-effect control and ±100 the full control effect; nearly all actives have a fitted effect of over 75% in size; some results filed as inactive show a strong effect at the top dose
Target sequence (P49798 whole entry, looked up): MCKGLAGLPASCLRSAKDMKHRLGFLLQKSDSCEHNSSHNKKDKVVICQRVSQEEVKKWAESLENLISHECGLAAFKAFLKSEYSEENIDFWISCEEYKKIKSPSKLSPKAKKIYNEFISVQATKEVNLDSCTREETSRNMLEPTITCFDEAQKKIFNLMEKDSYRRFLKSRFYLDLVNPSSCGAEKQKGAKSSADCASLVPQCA
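MLSMR compounds (23 nl, pin-transferred) preincubated 10 min at room temperature with a 500nM (2x) first reagent, then RGS4 at 900nM (2x) plus Transcreener GDP mix added; fluorescence polarization (620/688 nm) read before and after 90 min at 30 °C.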
GRP78 ERSR act – induces the endoplasmic reticulum stress response in human glioma cells; U87-MG GRP78 promoter luciferase reporter, 16 h; Potency, µM, inactives show top-dose activation, most hits filed as activators; actives 0.02% (n = 420,000); AID 602332; further: potency means the concentration at half of the fitted maximal effect; series mostly up to about 76 µM; % of control where 0% means no effect; nearly all actives have a fitted effect of over 35% in size
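Stably transfected U87-MG human glioma cells carrying a GRP78-based luminescent sensor were seeded at 1000 cells/well, pin-dosed with compounds and incubated 16 h. Luciferase reagent was then added, and end-point luminescence was read after 10 min at room temperature.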
Vif-APOBEC3G blk – blocks the Vif interaction with human APOBEC3G; Potency, µM (titrated, usually from 46.1 µM), for the others: at the highest dose activity, negative = active, most hits filed as inhibitors; actives 0.076% (n = 410,000); HeLa A3G-eYFP + Vif (tagged APOBEC3G with the HIV-1 protein that degrades it), YFP fluorescence, overnight; AID 602310; Q9HC16;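 further: potency means the concentration at half of the fitted maximal effect; on the % scale 0 is the no-effect control and ±100 the full control effect; nearly all actives have a fitted effect of over 60% in size; hits raise eYFP signal because A3G escapes Vif-driven loss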
Target sequence (Q9HC16 whole entry, looked up): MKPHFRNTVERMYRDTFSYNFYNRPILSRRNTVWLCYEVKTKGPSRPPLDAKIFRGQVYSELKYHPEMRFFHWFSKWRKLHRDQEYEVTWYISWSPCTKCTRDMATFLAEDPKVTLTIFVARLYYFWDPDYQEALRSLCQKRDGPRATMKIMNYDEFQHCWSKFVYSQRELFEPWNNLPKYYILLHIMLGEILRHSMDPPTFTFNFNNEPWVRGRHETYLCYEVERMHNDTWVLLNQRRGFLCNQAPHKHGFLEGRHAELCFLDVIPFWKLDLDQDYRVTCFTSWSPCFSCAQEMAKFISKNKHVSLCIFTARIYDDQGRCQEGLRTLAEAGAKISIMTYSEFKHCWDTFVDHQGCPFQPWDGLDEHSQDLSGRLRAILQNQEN
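HeLa cells stably expressing Vif and C-terminally eYFP-tagged A3G, seeded overnight at 37 deg C, then exposed to compound by pintool overnight at 37 deg C. Rise in yellow fluorescence (Ex 488/Em 500-530, Acumen) marks blocked Vif-driven A3G degradation.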
LDHA inh – LDHA (human) enzyme inhibition. activity change, % (values are at about 110 or 230 µM). AID 1347041. purified LDHA, NADH/diaphorase-resazurin fluorescence; hits give low values. actives 0.15% (n = 480,000); in the data active means activity change below about -30%; inconclusive means mostly about -25% to -30%;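 further: plate controls were DMSO wells for no effect and wells without enzyme for full effect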
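Human LDH5 (2 nM) was incubated with 0.06 mM NADH and 0.2 mM pyruvate for 5 min at room temperature in Tris pH 7.4. Remaining NADH was coupled through diaphorase/resazurin, and resorufin fluorescence was read at 0 and 20 min.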
USP1 inh – inhibitors of human USP1/UAF1 deubiquitinase | recombinant USP1/UAF1, Ub-Rhodamine cleavage fluorescence | O94782 | Potency, µM (titrated, usually from 57.1 µM), for inactives: at the highest dose activity change, negative = inhibition, most hits filed as inhibitors | AID 743255 | actives 0.23% (n = 390,000); further: potency means the concentration at half of the fitted maximal effect; on the % scale 0 is the no-effect control and ±100 the full control effect; nearly all actives have a fitted effect of over 60% in size; inactives centre near -12
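In this screen, compounds sit with the deubiquitinase complex (1nM) for 15 min at room temperature before Ub-Rho is added at 150nM final. Fluorescence rise is then followed for 6 reads every 60 seconds.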
rTrxR1 inhibitor – inhibitors of rat thioredoxin reductase 1; O89049; recombinant rTrxR1, NADPH fluorescence consumption, selenite substrate; Potency, µM (highest dose often 114 µM), without a hit: at the top dose activity change, negative = inhibition, hits mostly inhibitors; actives 1% (n = 390,000); further: potency means the concentration at half of the fitted maximal effect; on the % scale 0 is the no-effect control and ±100 the full control effect; nearly all actives have a fitted effect of over 65% in size
Target sequence (O89049 whole entry, looked up): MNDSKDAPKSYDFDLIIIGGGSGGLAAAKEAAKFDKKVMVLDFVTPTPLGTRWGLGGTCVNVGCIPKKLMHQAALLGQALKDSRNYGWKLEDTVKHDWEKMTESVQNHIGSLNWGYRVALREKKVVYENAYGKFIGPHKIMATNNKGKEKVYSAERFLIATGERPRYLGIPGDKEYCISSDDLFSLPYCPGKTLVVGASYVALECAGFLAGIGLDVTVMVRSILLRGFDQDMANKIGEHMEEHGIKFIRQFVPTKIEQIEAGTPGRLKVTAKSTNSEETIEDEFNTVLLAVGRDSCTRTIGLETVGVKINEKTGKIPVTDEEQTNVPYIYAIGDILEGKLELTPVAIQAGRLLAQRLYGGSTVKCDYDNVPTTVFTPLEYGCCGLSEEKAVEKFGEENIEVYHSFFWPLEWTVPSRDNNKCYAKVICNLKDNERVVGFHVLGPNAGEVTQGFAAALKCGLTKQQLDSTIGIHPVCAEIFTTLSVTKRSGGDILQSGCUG
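Rat TrxR1 (90 nM in the dispensed reagent) was pre-reduced with 400 uM NADPH for 5 min at room temperature, then incubated with compound for 15 min. After 400 uM selenite was added, NADPH fluorescence (Ex 340/Em 450 nm) was followed for 8 min.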
TrxR1 substrate – is turned over as a substrate by rat TrxR1; AID 588456; O89049; Potency, µM (top dose mostly 114 µM), inactives show at the top dose activity change, negative = substrate turnover; purified TrxR1 substrate turnover, NADPH consumption readout; actives 0.01% (n = 390,000); further: potency means the concentration at half of the fitted maximal effect; on the % scale 0 is the no-effect control and ±100 the full control effect; nearly all actives have a fitted effect of over 50% in size
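Rat TrxR1, dispensed at 90 nM, was prereduced with 400 uM NADPH (final) for 5 min at ~22 deg C, then incubated with compound 15 min before 400 uM selenite. A first-read NADPH fluorescence drop versus no-compound background flagged substrates.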
* hit, by the source's call; & = joins results of further samples; [ ] = another dose, or the depositor's remark. Unless noted, the call rests on the fitted dose curve; in most records, active means well fitted curve in the direction sought with a large enough effect; inconclusive means small, poorly fitted or top-dose-only effect, or another doubt; inactive means no such curve, though single readings can be large; an effect the other way counts as inactive or inconclusive. Not all compounds are listed; the hit share may differ from the screen's.

Screening O=C(CCNS(=O)(=O)c1ccccc1C(F)(F)F)NCC(c1ccco1)N1CCCCC1 (stereo unspecified) returned mIDH1 inhibitor -1%, Vif-APOBEC3F blk -17%, RGS4 inhibitor -2%, GRP78 ERSR act -2%, Vif-APOBEC3G blk 0%, LDHA inh 7, USP1 inh -22%, rTrxR1 inhibitor 17%[57.1 µM] and TrxR1 substrate 6%[57.1 µM].
`Cc1cc(C)nc(Sc2ccc3nnnn3n2)n1` gave mIDH1 inhibitor 2%, Vif-APOBEC3F blk -1%, RGS4 inhibitor 9%, GRP78 ERSR act 1%, Vif-APOBEC3G blk 0%, LDHA inh 1, USP1 inh 8%, rTrxR1 inhibitor 21% and TrxR1 substrate 4%.
Screening CCCCSc1nc2sc3c(c2c(=O)n1-c1ccc(C)cc1)CCN(C)C3 returned mIDH1 inhibitor -8%, Vif-APOBEC3F blk 5%, RGS4 inhibitor -21%, GRP78 ERSR act -5%, Vif-APOBEC3G blk 3%, LDHA inh 2, USP1 inh inconclusive, rTrxR1 inhibitor 23%[57.1 µM] and TrxR1 substrate -14%[57.1 µM].
For Cc1ccc(/C=C2/SC(=S)N(c3ccc(S(=O)(=O)Nc4nccs4)cc3)C2=O)cc1 the results were mIDH1 inhibitor -7%, Vif-APOBEC3F blk -1%, RGS4 inhibitor -33%, GRP78 ERSR act 2%, Vif-APOBEC3G blk -1%, LDHA inh -6, USP1 inh inconclusive, rTrxR1 inhibitor -3%[57.1 µM] and TrxR1 substrate -3%[57.1 µM].
`CC(C)c1nn2c(=O)cc(COC(=O)c3cccc(NC(=O)c4ccccc4F)c3)nc2s1` gave mIDH1 inhibitor 0%, Vif-APOBEC3F blk -1%, RGS4 inhibitor 1%, GRP78 ERSR act -1%, Vif-APOBEC3G blk -4%, LDHA inh -16, USP1 inh -22%, rTrxR1 inhibitor 7%[57.1 µM] and TrxR1 substrate -3%[57.1 µM].
`c1ccc(Sc2ncnc3ccccc23)cc1` gave mIDH1 inhibitor 1%, Vif-APOBEC3F blk -30%, RGS4 inhibitor 17%, GRP78 ERSR act -2%, Vif-APOBEC3G blk -14%, LDHA inh -4, USP1 inh -9%, rTrxR1 inhibitor -40% and TrxR1 substrate 6%[57.1 µM].
Screening CCC(C)(C)NC(=O)C(c1cccc(OC)c1OC)N(C(=O)CCC(=O)Nc1cc(C)on1)c1ccc2c(c1)OCCO2 (stereo unspecified) returned mIDH1 inhibitor -2%, Vif-APOBEC3F blk -4%, RGS4 inhibitor 8%, GRP78 ERSR act -1%, Vif-APOBEC3G blk 1%, LDHA inh -4, USP1 inh -4%, rTrxR1 inhibitor 4%[57.1 µM] and TrxR1 substrate 3%[57.1 µM].
`COCC(=O)Nc1nc2ccc(C)cc2s1` gave mIDH1 inhibitor 1%, Vif-APOBEC3F blk inconclusive, RGS4 inhibitor 8%, GRP78 ERSR act -6%, Vif-APOBEC3G blk -18%, LDHA inh -1, USP1 inh -10%, rTrxR1 inhibitor 9%[57.1 µM] and TrxR1 substrate 10%[57.1 µM].
`Cc1ccc(NC(=O)N2CCC(C(=O)Nc3ccc(C)cc3C)CC2)cc1` gave mIDH1 inhibitor 2%, Vif-APOBEC3F blk -9%, RGS4 inhibitor -14%[56.9 µM], GRP78 ERSR act -3%, Vif-APOBEC3G blk 1%, LDHA inh -3, USP1 inh -18%, rTrxR1 inhibitor 15% and TrxR1 substrate 9%.
C[C@H](CO)N1C[C@H](C)[C@@H](CN(C)C(=O)Nc2cc(F)ccc2F)Oc2ncc(-c3cccc(F)c3)cc2C1=O was read as mIDH1 inhibitor 9%, Vif-APOBEC3F blk -7%, GRP78 ERSR act 1%, Vif-APOBEC3G blk -10%, LDHA inh 0 and USP1 inh -19%.
`Cc1c(CNC2CCCCC2)c(C(=O)O)c(C)n1Cc1c(F)cccc1Cl` gave mIDH1 inhibitor -1%, Vif-APOBEC3F blk 0%, RGS4 inhibitor 13%, GRP78 ERSR act -4%, Vif-APOBEC3G blk -4%, LDHA inh -5, USP1 inh -8%, rTrxR1 inhibitor -1% and TrxR1 substrate -4%.
CCC1CCCCN1Cc1nc2c(c(=O)n(C)c(=O)n2C)n1Cc1ccccc1 (stereo unspecified) was read as mIDH1 inhibitor 2%, Vif-APOBEC3F blk 2%, RGS4 inhibitor 1%, GRP78 ERSR act -1%, Vif-APOBEC3G blk -1%, LDHA inh -2, USP1 inh -23%, rTrxR1 inhibitor 8%[57.1 µM] and TrxR1 substrate 7%[57.1 µM].
`O=C(Oc1nsnc1N1CCCCC1)N1CCOCC1` gave mIDH1 inhibitor 11%, Vif-APOBEC3F blk -3%, RGS4 inhibitor -27%, GRP78 ERSR act -5%, Vif-APOBEC3G blk 1%, LDHA inh -2, USP1 inh -4%, rTrxR1 inhibitor 28% and TrxR1 substrate 12%.
For CC(C)Cc1cc(C(=O)Nc2ccccc2)c2ccccc2n1 the results were mIDH1 inhibitor 5%, Vif-APOBEC3F blk 4%, RGS4 inhibitor -21%, GRP78 ERSR act -2%, Vif-APOBEC3G blk -4%, LDHA inh 4, USP1 inh -16%, rTrxR1 inhibitor 1%[57.1 µM] and TrxR1 substrate 7%[57.1 µM].
CCC1CN(C(=O)Nc2cc(Cl)ccc2C(=O)OC)c2ccccc2S1 (stereo unspecified) was read as mIDH1 inhibitor 24%, Vif-APOBEC3F blk 3%, RGS4 inhibitor 9%, GRP78 ERSR act 0%, Vif-APOBEC3G blk 0%, LDHA inh 0&-7, USP1 inh 2%, rTrxR1 inhibitor 2% and TrxR1 substrate -7%.
`Cc1cc(NC(=O)C2CCN(C(=O)c3ccco3)CC2)ccc1Br` gave mIDH1 inhibitor 7%, Vif-APOBEC3F blk -18%, RGS4 inhibitor 3%, GRP78 ERSR act 1%, Vif-APOBEC3G blk 0%, LDHA inh -4, USP1 inh -11%, rTrxR1 inhibitor -2% and TrxR1 substrate 5%.
`COc1ccc(/C=N/OCC(=O)Nn2c(C)nc3ccccc3c2=O)cc1` gave mIDH1 inhibitor 3%, Vif-APOBEC3F blk 2%, RGS4 inhibitor -1%, GRP78 ERSR act -2%, Vif-APOBEC3G blk 4%, LDHA inh 2, USP1 inh -15%, rTrxR1 inhibitor 14% and TrxR1 substrate 4%.
Screening Cc1ccc(NC(=O)/C(C#N)=C/c2ccc(C(C)C)cc2)cc1C returned mIDH1 inhibitor -9%, Vif-APOBEC3F blk 2%, RGS4 inhibitor -14%, GRP78 ERSR act 2%, Vif-APOBEC3G blk 0%, LDHA inh 2, USP1 inh -12%, rTrxR1 inhibitor 8% and TrxR1 substrate -1%.
Cc1cc(C)n(-c2nc3ccccc3c(=O)n2OCc2ccc(Cl)cc2)n1 was read as mIDH1 inhibitor 5%, Vif-APOBEC3F blk 5%, RGS4 inhibitor -32%, GRP78 ERSR act 3%, Vif-APOBEC3G blk 1%, LDHA inh 0, USP1 inh -23%, rTrxR1 inhibitor -5% and TrxR1 substrate -5%.
Screening CC1SC(C)C(=O)N(CC(=O)NCc2ccc(F)cc2)C1=O (stereo unspecified) returned mIDH1 inhibitor 5%, Vif-APOBEC3F blk 0%, RGS4 inhibitor 22%, GRP78 ERSR act -1%, Vif-APOBEC3G blk 0%, LDHA inh -3, USP1 inh -19%, rTrxR1 inhibitor 22% and TrxR1 substrate 7%.
`OC1(c2cccc(C(F)(F)F)c2)CCN(c2ncnc3c2[nH]c2ccc(F)cc23)CC1` gave mIDH1 inhibitor 7%, Vif-APOBEC3F blk 3%, RGS4 inhibitor -9%, GRP78 ERSR act -18%, Vif-APOBEC3G blk -1%, LDHA inh -3, USP1 inh -28%, rTrxR1 inhibitor 15% and TrxR1 substrate 23%.
For Cc1cc(Cl)ccc1C(=O)C1CCCN(C(=O)c2snnc2C)C1 (stereo unspecified) the results were mIDH1 inhibitor 10%, Vif-APOBEC3F blk 2%, RGS4 inhibitor -34%[56.9 µM], GRP78 ERSR act -2%, Vif-APOBEC3G blk 2%, LDHA inh 1, USP1 inh -18%, rTrxR1 inhibitor 29%[57.1 µM] and TrxR1 substrate -8%[57.1 µM].
Screening O=C(COC(=O)c1c2c(nc3ccccc13)CCCCC2)NCc1ccc2c(c1)OCO2 returned mIDH1 inhibitor -4%, Vif-APOBEC3F blk -21%, RGS4 inhibitor 34%, GRP78 ERSR act -4%, Vif-APOBEC3G blk -8%, LDHA inh -14, USP1 inh -22%, rTrxR1 inhibitor 2% and TrxR1 substrate -6%.
`Cc1ccc(C(=O)O/N=C(\N)Cc2cccs2)c(Cl)c1` gave mIDH1 inhibitor 10%, Vif-APOBEC3F blk 2%, RGS4 inhibitor -27%, GRP78 ERSR act -10%, Vif-APOBEC3G blk -11%, LDHA inh 1, USP1 inh -19%, rTrxR1 inhibitor 15% and TrxR1 substrate 2%.
Screening Cc1cccc(NC(NC(=O)c2ccccn2)C(Cl)(Cl)Cl)c1 (stereo unspecified) returned mIDH1 inhibitor -2%, Vif-APOBEC3F blk -11%, RGS4 inhibitor 2%, GRP78 ERSR act -5%, Vif-APOBEC3G blk -1%, LDHA inh -7, USP1 inh -17%, rTrxR1 inhibitor -9% and TrxR1 substrate -7%.
